CHOP inh – inhibitors of CHOP promoter induction, primary screen, cell-based, unfolded protein response, luciferase reporter | AID 2732, 2010 | inhibition, % at 10 µM | CHO-K1 CHOP-promoter luciferase, tunicamycin-induced, 15-18 h | 220,000 compounds, 3.8% hits;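 active means compounds that reduced the stress-induced luciferase reporter signal by more than about 70% of percent inhibition, limit read from the data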;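 further: 0% = tunicamycin plus vehicle and 100% = wells without tunicamycin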
EP2 modulator – EP2 receptor modulators, cAMP readout, primary screen, cell-based, HTRF cAMP, PGE2 stimulation; induction, % at 25 µM; Prostaglandin E2 receptor EP2 subtype (Homo sapiens), P43116; EP2-expressing cells, cAMP HTRF FRET, PGE2 co-stimulation; 260,000 compounds, 0.83% hits;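 active means compounds whose cAMP rise, as percent of the full-agonist control response, exceeds 60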;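 further: rat C6 glioma line stably carrying human EP2 under a CMV promoter; the protocol text gives 20 µM as final concentration; 100% = response of wells given 1 µM PGE2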
Target sequence (P43116 whole entry, looked up): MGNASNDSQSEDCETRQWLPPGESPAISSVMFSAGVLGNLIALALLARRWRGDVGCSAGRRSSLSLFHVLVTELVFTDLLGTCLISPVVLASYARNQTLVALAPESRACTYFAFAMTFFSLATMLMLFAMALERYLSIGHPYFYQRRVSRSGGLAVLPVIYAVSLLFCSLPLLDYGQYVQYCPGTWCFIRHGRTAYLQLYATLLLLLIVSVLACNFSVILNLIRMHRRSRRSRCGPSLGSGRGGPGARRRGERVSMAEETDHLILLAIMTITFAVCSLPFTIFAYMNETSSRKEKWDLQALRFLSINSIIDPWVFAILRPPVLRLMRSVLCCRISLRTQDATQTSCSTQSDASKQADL
TRPN1 ag – zebrafish TRPN1 channel agonists, primary screen, cell-based, HEK293, calcium fluorescence | HEK293 zebrafish TRPN1-YFP, Fluo-8 calcium fluorescence; 100% = response to 87 µM carbachol | activation, % at 3 µM | 220,000 compounds, 0.18% hits;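 active means activation above its plate's cutoff, the mean activation of test wells on that plate plus 3 SD, cut at about 19% in these data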;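 further: 0% = DMSO alone and 100% = 87 µM carbachol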
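Material: zebrafish TRPN1-YFP in HEK293 cells; Doses: single test compound dose, 3 µM nominal, 0.3% DMSO; Timing: dye loading 1 h at 37 °C, then 30 min room temperature; Technique: intracellular calcium fluorescence with Fluo-8; Benchmarks: high carbachol 87 µM, low DMSO alone.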
NPY Y1 blocker – NPY-Y1 receptor antagonists, primary screen, cell-based; HEK293-CNG Y1 cells, membrane potential fluorescence; NPY at EC95, then isoproterenol; inhibition, % at 3.6 µM; 200,000 compounds, 1% hits; AID 1040, 2008;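 active means inhibition above the campaign mean inhibition of all tested compounds plus 3 SD, cut at about 20% in these data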;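 further: 0% = DMSO wells given NPY plus isoproterenol and 100% = isoproterenol alone without NPY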
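Benchmarks – high control isoproterenol alone, low control NPY with isoproterenol · Material – HEK293 Y1/CNG channel cell line · Times – dye 3 h, compound 60 min room temperature, stimulation 45 min · Probe or stimulus – NPY (25 nM), isoproterenol (1 µM), Ro 20-1724 (25 µM) · Evaluation – % inhibition of NPY effect · Signal – fluorescence, membrane potential probe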
NPY-Y1 PAM-ag – NPY-Y1 receptor potentiators or agonists, primary screen, cell-based; NPY-Y1 expressing cells, potentiator/agonist activation; activation, % at 3.6 µM; 220,000 compounds, 0.37% hits; in the data active means activation above about 33%, passing the limit was not always enough;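 further: cells stimulated with NPY at EC10 then isoproterenol at EC100; 0% = low agonist plus stimulus and 100% = saturating agonist plus stimulus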
TRPML3 ag – human TRPML3 channel agonists, primary screen, cell-based, HEK293 TRPML3-YFP, Fluo-8 calcium fluorescence, 3 µM; Mucolipin-3 (Homo sapiens), Q8TDD5; 100% = the carbachol control signal; activation, % at 3 µM; 220,000 compounds, 0.29% hits; AID 1448, 2008;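 active means activation above its plate's cutoff, the mean activation of the plate's test wells plus 3 SD, cut at about 12% in these data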;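 further: 0% = DMSO only wells and 100% = carbachol wells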
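Test system: HEK293 cells stably carrying human TRPML3-YFP; Doses: single dose, 3 µM final nominal compound, 0.3% DMSO final; Schedule: dye loading 1 h 37 °C then 30 min ambient, 125 s read; Technique: Fluo-8 calcium fluorescence; Benchmarks: high control carbachol 87 µM, low control DMSO.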
S1P4 antagonist – S1P4 receptor antagonists, primary screen, cell-based. S1P4-expressing cells, antagonist mode, reporter read-out. inhibition, % at 4.98 µM. 220,000 compounds, 0.26% hits; in the data active means inhibition above about 29%;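 further: 0% = wells stimulated with agonist and 100% = vehicle wells without agonist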
Target sequence (O95977 whole entry, looked up): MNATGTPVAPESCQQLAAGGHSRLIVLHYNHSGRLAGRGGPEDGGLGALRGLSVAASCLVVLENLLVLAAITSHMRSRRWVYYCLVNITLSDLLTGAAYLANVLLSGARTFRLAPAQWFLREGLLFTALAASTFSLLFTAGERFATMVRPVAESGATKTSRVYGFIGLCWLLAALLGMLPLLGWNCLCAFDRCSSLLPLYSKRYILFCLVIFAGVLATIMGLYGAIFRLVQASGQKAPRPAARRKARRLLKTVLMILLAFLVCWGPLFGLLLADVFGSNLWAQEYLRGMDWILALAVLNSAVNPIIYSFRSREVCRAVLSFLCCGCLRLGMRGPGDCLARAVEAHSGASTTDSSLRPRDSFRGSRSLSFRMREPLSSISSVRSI
NPY2 pot ag – NPY-Y2 potentiators or agonists, primary screen, cell-based; cells expressing NPY-Y2, potentiator/agonist read-out; activation, % at 3.6 µM; AID 1359, 2008; 220,000 compounds, 0.45% hits; in the data active means activation above about 27%;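 further: cells stimulated with NPY near EC25 plus isoproterenol at EC100; 0% = vehicle plus submaximal agonist and 100% = vehicle plus saturating agonist; some results beyond the cut were filed as inactive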
S1P4 agonist – S1P4 receptor agonists, primary screen, cell-based; Sphingosine 1-phosphate receptor 4 (Homo sapiens), O95977; activation, % at 4.98 µM; AID 1509, 2009; 220,000 compounds, 0.35% hits; S1P4-expressing cell line, agonist reporter assay; in the data active means activation above about 11%;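 further: 0% = DMSO vehicle and 100% = reference agonist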
* marks the source's active call; other numbers are inactive results; & = joins results of further samples. Hits appear at their usual frequency; about 6.5% have a hit in one of these screens.

How did Cc1ccc(-c2nnn(CC(=O)N(CC(=O)NCC3CCCO3)c3ccc(F)c(Cl)c3)n2)o1 (configuration not stated) do in these assays?
CHOP inh: 40; EP2 modulator: -5&-6; TRPN1 ag: 0.1; NPY Y1 blocker: 3; NPY-Y1 PAM-ag: 8; TRPML3 ag: -0.1; S1P4 antagonist: 5; NPY2 pot ag: -11; S1P4 agonist: 0.8

Results for O=S(=O)(c1ccc(OCC(O)CN2CCc3ccccc3C2)cc1)N1CCOCC1 (configuration not stated) ?
CHOP inh: -1; EP2 modulator: 1; TRPN1 ag: 1.0; NPY Y1 blocker: -8; NPY-Y1 PAM-ag: 18; TRPML3 ag: 0.7; S1P4 antagonist: -15; NPY2 pot ag: 14; S1P4 agonist: -1.0

How did Cn1ncc(C#N)c1/N=C/N1CCCCC1 do in these assays?
CHOP inh: -2; EP2 modulator: 6; TRPN1 ag: -0.9; NPY Y1 blocker: 3; NPY-Y1 PAM-ag: -3; TRPML3 ag: 0.8; S1P4 antagonist: -15; NPY2 pot ag: -11; S1P4 agonist: 1.8

What do the screens show for `COC(=O)c1c(NC(NC(=O)c2ccccc2)(C(F)(F)F)C(F)(F)F)sc2c1CCN(C)C2`?
CHOP inh: 24; EP2 modulator: 22; TRPN1 ag: -0.2; NPY Y1 blocker: -1; NPY-Y1 PAM-ag: 0; TRPML3 ag: 0.6; S1P4 antagonist: 5; NPY2 pot ag: -1; S1P4 agonist: 0.8

Results for O=c1c(-c2ccccc2)coc2cc(O)ccc12 ?
CHOP inh: 16; EP2 modulator: 3; TRPN1 ag: -1.4; NPY Y1 blocker: -7; NPY-Y1 PAM-ag: 3; TRPML3 ag: 0.1; S1P4 antagonist: -11; NPY2 pot ag: 5; S1P4 agonist: 0.4

How did COc1ccc(/C=N/NC(=O)C(C)n2cnc3ccccc3c2=O)cc1 (configuration not stated) do in these assays?
CHOP inh: -30; EP2 modulator: -47; TRPN1 ag: 1.4; NPY Y1 blocker: 1; NPY-Y1 PAM-ag: -13; TRPML3 ag: 0.9; S1P4 antagonist: -2; NPY2 pot ag: 3; S1P4 agonist: 0.1

How did CC1(C)OC(=O)C(C(c2ccccc2)C(C#N)C(N)=O)=C(O)O1 (configuration not stated) do in these assays?
CHOP inh: -9; EP2 modulator: -2; TRPN1 ag: 3.5; NPY Y1 blocker: -1; NPY-Y1 PAM-ag: 12; TRPML3 ag: 0.7; S1P4 antagonist: -16; NPY2 pot ag: 3; S1P4 agonist: -0.1

What do the screens show for `C=C(C)Cn1c(COc2ccccc2)nnc1SCC(=O)O`?
CHOP inh: -12; EP2 modulator: 36; TRPN1 ag: 1.1; NPY Y1 blocker: 3; NPY-Y1 PAM-ag: -13; TRPML3 ag: 0.8; S1P4 antagonist: -7; NPY2 pot ag: -9; S1P4 agonist: 0.5

Results for Cc1ccc2nc(Cl)c(/C=N/n3c(C)nnc3C)cc2c1 ?
CHOP inh: -6; EP2 modulator: -28; TRPN1 ag: -1.4; NPY Y1 blocker: -1; NPY-Y1 PAM-ag: 1; TRPML3 ag: -0.1; S1P4 antagonist: -4; NPY2 pot ag: 4; S1P4 agonist: -2.6

Results for CCOC(=O)CSC1=C(C#N)C(c2ccccc2OCC)C(C(=O)OCC)C(=O)N1 (configuration not stated) ?
CHOP inh: 36; EP2 modulator: 16; TRPN1 ag: -2.7; NPY Y1 blocker: -6; NPY-Y1 PAM-ag: 23; TRPML3 ag: -1.7; S1P4 antagonist: -2; NPY2 pot ag: -1; S1P4 agonist: 0.2

By substructure, the entries above containing fluorine
How did Cc1ccc(-c2nnn(CC(=O)N(CC(=O)NCC3CCCO3)c3ccc(F)c(Cl)c3)n2)o1 (configuration not stated) do in these assays?
CHOP inh: 40; EP2 modulator: -5&-6; TRPN1 ag: 0.1; NPY Y1 blocker: 3; NPY-Y1 PAM-ag: 8; TRPML3 ag: -0.1; S1P4 antagonist: 5; NPY2 pot ag: -11; S1P4 agonist: 0.8

What do the screens show for `COC(=O)c1c(NC(NC(=O)c2ccccc2)(C(F)(F)F)C(F)(F)F)sc2c1CCN(C)C2`?
CHOP inh: 24; EP2 modulator: 22; TRPN1 ag: -0.2; NPY Y1 blocker: -1; NPY-Y1 PAM-ag: 0; TRPML3 ag: 0.6; S1P4 antagonist: 5; NPY2 pot ag: -1; S1P4 agonist: 0.8

Additional entries follow:
What do the screens show for `O=C(O)CN(c1ccc2c(c1)OCCO2)S(=O)(=O)c1ccccc1`?
CHOP inh: -4; EP2 modulator: 4; TRPN1 ag: 1.2; NPY Y1 blocker: -6; NPY-Y1 PAM-ag: 3; TRPML3 ag: 0.4; S1P4 antagonist: 0; NPY2 pot ag: 0; S1P4 agonist: 0.9

How did COc1ccc(Cn2c(=O)[nH]c3cc(OC)c(OC)cc3c2=O)cc1 do in these assays?
CHOP inh: 11; EP2 modulator: -14; TRPN1 ag: 2.0; NPY-Y1 PAM-ag: -27; TRPML3 ag: -0.1; S1P4 antagonist: -4; NPY2 pot ag: -25; S1P4 agonist: 0.9

What do the screens show for `CC1CCC2(CC1)C(Nc1cccc(Cl)c1)=NC(=S)N2CC#N` (configuration not stated)?
CHOP inh: 46; EP2 modulator: 50; TRPN1 ag: -0.6; NPY Y1 blocker: 6; NPY-Y1 PAM-ag: -38; TRPML3 ag: 0.4; S1P4 antagonist: 4; NPY2 pot ag: 4; S1P4 agonist: -3.1

How did CCC(=O)N1CCc2cc(S(=O)(=O)CCC(=O)NCc3ccc4c(c3)OCO4)ccc21 do in these assays?
CHOP inh: 28; EP2 modulator: 7; TRPN1 ag: 0.0; NPY Y1 blocker: 2; NPY-Y1 PAM-ag: -17; TRPML3 ag: -0.2; S1P4 antagonist: -5; NPY2 pot ag: -8; S1P4 agonist: 1.8

Results for Cn1nnnc1N=N/C(=N/Nc1ccccc1)c1ccccc1 ?
CHOP inh: 70*; EP2 modulator: -35; TRPN1 ag: -2.6; NPY-Y1 PAM-ag: 43; TRPML3 ag: -1.0; S1P4 antagonist: 5; NPY2 pot ag: 30; S1P4 agonist: -0.8

How did CC(Oc1ccc(-n2cnnn2)cc1)C(=O)O (configuration not stated) do in these assays?
CHOP inh: 5; EP2 modulator: 7; TRPN1 ag: 1.4; NPY Y1 blocker: 2; NPY-Y1 PAM-ag: 7; TRPML3 ag: 1.2; S1P4 antagonist: 4; NPY2 pot ag: 16; S1P4 agonist: -1.2

What do the screens show for `Cc1ccc(S(=O)(=O)N2CCCC2C(=O)NC2=NCCS2)cc1` (configuration not stated)?
CHOP inh: 13; EP2 modulator: 7; TRPN1 ag: -0.1; NPY Y1 blocker: -3; NPY-Y1 PAM-ag: -2; TRPML3 ag: 0.2; S1P4 antagonist: -5; NPY2 pot ag: -7; S1P4 agonist: -0.6

How did COc1ccc(S(=O)(=O)N(CC(=O)N2CCOCC2)Cc2ccccc2)cc1C do in these assays?
CHOP inh: 47; EP2 modulator: 4; TRPN1 ag: -0.8; NPY Y1 blocker: 3; NPY-Y1 PAM-ag: -6; TRPML3 ag: -0.3; S1P4 antagonist: -10; NPY2 pot ag: 0; S1P4 agonist: -2.2

How did CCOC(=O)N1CCN(CC(=O)Nc2ccc(OC)cc2)CC1 do in these assays?
CHOP inh: -6; EP2 modulator: -9; TRPN1 ag: 1.1; NPY Y1 blocker: -6; NPY-Y1 PAM-ag: 14; TRPML3 ag: 1.1; S1P4 antagonist: -8; NPY2 pot ag: 0; S1P4 agonist: 0.1

Results for COc1cccc(NC(=O)Nc2cc(C(=O)O)ccc2C)c1 ?
CHOP inh: 11; EP2 modulator: 33; TRPN1 ag: 1.2; NPY Y1 blocker: -2; NPY-Y1 PAM-ag: -7; TRPML3 ag: -0.2; S1P4 antagonist: -15; NPY2 pot ag: 0; S1P4 agonist: 0.1

Results for CN(C)C(=O)c1cc(F)ccc1Sc1cc(Cl)ccc1Cl ?
CHOP inh: 13; EP2 modulator: 9; TRPN1 ag: -1.6; NPY Y1 blocker: 3; NPY-Y1 PAM-ag: -27; TRPML3 ag: 0.0; S1P4 antagonist: 2; NPY2 pot ag: -11; S1P4 agonist: 0.6

What do the screens show for `O=C(O)c1ccc(OCCn2ccnc2)cc1`?
CHOP inh: -4; EP2 modulator: 10; TRPN1 ag: 0.7; NPY Y1 blocker: -2; NPY-Y1 PAM-ag: 31; TRPML3 ag: 0.8; S1P4 antagonist: 8; NPY2 pot ag: 3; S1P4 agonist: 1.1

How did COc1ccc([N+](=O)[O-])cc1NC(=O)C1CCCO1 (configuration not stated) do in these assays?
CHOP inh: 25; EP2 modulator: 12; TRPN1 ag: -0.1; NPY Y1 blocker: -5; NPY-Y1 PAM-ag: -2; TRPML3 ag: 0.8; S1P4 antagonist: -43; NPY2 pot ag: 13; S1P4 agonist: 0.4

Results for CCN(CC)C(=O)CCc1nnc(Cc2cccc(C(F)(F)F)c2)o1 ?
CHOP inh: -28; EP2 modulator: -15; TRPN1 ag: 0.3; NPY Y1 blocker: 6; NPY-Y1 PAM-ag: 0; TRPML3 ag: 0.7; S1P4 antagonist: -7; NPY2 pot ag: -17; S1P4 agonist: -2.4

Results for O=C(Cc1ccc(Cl)cc1)Nc1nc2ccccc2[nH]1 ?
CHOP inh: 35; EP2 modulator: -9; TRPN1 ag: -1.4; NPY Y1 blocker: 11; NPY-Y1 PAM-ag: -8; TRPML3 ag: 0.1; S1P4 antagonist: -10; NPY2 pot ag: 2; S1P4 agonist: 0.4

What do the screens show for `COc1ccccc1-c1n[nH]c(=S)o1`?
CHOP inh: -3; EP2 modulator: 42; TRPN1 ag: -0.6; NPY Y1 blocker: -1; NPY-Y1 PAM-ag: 3; TRPML3 ag: 0.2; S1P4 antagonist: -12; NPY2 pot ag: -1; S1P4 agonist: -0.5

Results for Nc1nnc(-c2cc3c(ccc4ccccc43)oc2=O)s1 ?
CHOP inh: 23; EP2 modulator: -40; TRPN1 ag: 2.7; NPY Y1 blocker: 3; NPY-Y1 PAM-ag: -22; TRPML3 ag: 1.7; S1P4 antagonist: 2; NPY2 pot ag: 9; S1P4 agonist: -2.6

Bioassay records: PubChem, several laboratories
